# Screening results deposited in PubChem BioAssay by The Scripps Research Institute Molecular Screening Center.
# PAFAH2 FP inh = inhibitors of human PAFAH2. inhibition, % at 3.39 µM. recombinant PAFAH2, FP-rhodamine activity probe, fluorescence polarization. AID 492956. actives 0.99% (n = 340,000). Q99487;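 active means inhibition above the mean over all tested compounds plus 3 SD, cut at about 30% in these data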;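 further: inhibitors block probe labeling of enzyme so polarization drops; 0% = enzyme with DMSO and 100% = wells lacking PAFAH2 protein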
# PAD4 FP inh = inhibitors of human PAD4; recombinant PAD4, RCA probe fluorescence polarization; inhibition, % at 6.36 µM; actives 0.41% (n = 330,000); Q9UM07;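 active means percent inhibition above a cutoff equal to the mean of all tested compounds plus 3 SD, cut at about 15% in these data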;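 further: 0% = PAD4 with RCA probe and DMSO and 100% = probe without PAD4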
# Target sequence (Q9UM07 whole entry, looked up): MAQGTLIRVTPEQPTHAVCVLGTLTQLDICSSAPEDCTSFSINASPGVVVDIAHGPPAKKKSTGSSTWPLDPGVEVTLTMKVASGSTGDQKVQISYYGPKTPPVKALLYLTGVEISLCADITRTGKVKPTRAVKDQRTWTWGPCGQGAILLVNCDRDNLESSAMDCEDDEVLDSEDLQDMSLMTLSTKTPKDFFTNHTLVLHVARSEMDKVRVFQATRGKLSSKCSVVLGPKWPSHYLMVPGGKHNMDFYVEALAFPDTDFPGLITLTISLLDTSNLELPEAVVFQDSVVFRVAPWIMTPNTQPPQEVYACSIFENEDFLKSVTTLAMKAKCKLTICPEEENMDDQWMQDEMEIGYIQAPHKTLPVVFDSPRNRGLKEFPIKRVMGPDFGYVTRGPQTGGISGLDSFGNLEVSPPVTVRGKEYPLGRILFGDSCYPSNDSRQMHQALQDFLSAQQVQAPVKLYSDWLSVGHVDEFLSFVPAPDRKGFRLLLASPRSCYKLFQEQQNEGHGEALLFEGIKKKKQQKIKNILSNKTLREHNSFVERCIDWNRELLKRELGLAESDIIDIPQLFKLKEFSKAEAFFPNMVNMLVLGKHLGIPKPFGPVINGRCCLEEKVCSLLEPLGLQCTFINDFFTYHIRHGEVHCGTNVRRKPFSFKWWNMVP
# PAFAH1B3 inh = PAFAH1B3 (human) inhibition | recombinant PAFAH1B3, FP-rhodamine probe, fluorescence polarization | actives 0.28% (n = 340,000) | inhibition, % at 3.39 µM | Q15102;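 active means inhibition above the screen-wide average of all tested compounds plus 3 SD, cut at about 25% in these data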;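 further: 0% = enzyme with DMSO only and 100% = wells lacking PAFAH1B3 protein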
# Target sequence (Q15102 whole entry, looked up): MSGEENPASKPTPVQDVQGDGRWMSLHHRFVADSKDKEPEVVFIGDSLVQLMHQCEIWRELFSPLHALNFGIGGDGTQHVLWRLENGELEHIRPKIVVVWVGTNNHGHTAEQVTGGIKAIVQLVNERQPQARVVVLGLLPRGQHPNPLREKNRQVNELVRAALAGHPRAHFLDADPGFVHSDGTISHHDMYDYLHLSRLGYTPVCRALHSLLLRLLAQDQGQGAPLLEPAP
# GSTO1 inh = blocks human GSTO1 in RBBP9 counter-screen; inhibition, % at 5.96 µM; recombinant GSTO1, activity-based probe fluorescence polarization; actives 1.1% (n = 300,000);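 active means inhibition above the campaign mean inhibition plus 3 SD, cut at about 35% in these data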;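 further: 0% = GSTO1-1 with DMSO and 100% = wells lacking GSTO1-1 enzyme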
# pPAFAH FP inh = pPAFAH (human) enzyme inhibition | Q13093 | recombinant pPAFAH, FP-rhodamine probe fluorescence polarization | inhibition, % at 3.39 µM | actives 1.5% (n = 330,000) | AID 463082;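 active means inhibition above the mean inhibition across the screen plus 3 SD, cut at about 25% in these data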;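 further: inhibitors block binding of the rhodamine activity-based probe so polarization drops; 0% = enzyme with DMSO and 100% = wells lacking pPAFAH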
# LYPLA2 counter = LYPLA2 (human) inhibition in PME1 counter-screen | O95372 | recombinant LYPLA2, FP-Rh probe fluorescence polarization | inhibition, % at 5.9 µM | actives 0.38% (n = 320,000) | AID 2177;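 active means inhibition above the screen-wide mean plus 3 SD, limit set per campaign, cut at about 26% in these data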;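 further: 0% = LYPLA2 with DMSO and 100% = wells lacking LYPLA2 enzyme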
# PAFAH1B2 inh = inhibitors of human PAFAH1B2; inhibition, % at 3.39 µM; recombinant PAFAH1B2, FP-rhodamine activity probe, fluorescence polarization; P68402; actives 1.2% (n = 340,000);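 active means inhibition above the mean of all tested compounds plus 3 SD, cut at about 24% in these data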;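 further: 0% = enzyme with DMSO and 100% = wells lacking PAFAH1B2; many of its hits are not listed in these tables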
# PME-1 inh = PME-1 (human) inhibition; Q9Y570; recombinant PME-1, FP-Rh probe fluorescence polarization; inhibition, % at 5.9 µM; actives 0.53% (n = 320,000); AID 2130;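 active means inhibition above the campaign mean of all compounds plus 3 SD, cut at about 26% in these data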;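 further: competitive labeling of PME-1 active site by serine hydrolase directed probe; 0% = PME-1 with DMSO and 100% = wells lacking PME-1 enzyme; inhibitors block probe labeling so polarization falls and inhibition rises; many of its hits are not listed in these tables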
# LYPLA1 counter = LYPLA1 (human) inhibition in PME1 counter-screen | actives 0.16% (n = 320,000) | inhibition, % at 5.9 µM | recombinant LYPLA1, FP-Rh probe fluorescence polarization | O75608;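 active means inhibition above the mean of all tested compounds plus 3 SD, set per campaign, cut at about 14% in these data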;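 further: inhibitors block serine hydrolase probe labeling of LYPLA1 so polarization falls; 0% = enzyme with DMSO and 100% = wells lacking LYPLA1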
# * hit, by the source's call; · = not tested or not shown. Not all compounds are listed; count on the stated rates, not on these rows.
# Order of results – PAFAH1B2 inh, PAFAH1B3 inh, PAD4 FP inh, GSTO1 inh, pPAFAH FP inh, PME-1 inh, LYPLA1 counter, PAFAH2 FP inh, LYPLA2 counter
Cc1cc[n+](-c2nc([O-])sc2/C=N/Nc2ccc([N+](=O)[O-])cc2)cc1
  6, 5, 0, 3, 11, -10, -1, 10, 0
CN1CCN(C(CNS(=O)(=O)c2ccc(F)cc2)c2cccnc2)CC1 (stereo not given)
  3, 5, 1, -6, 4, 1, -2, 8, 6
COC(=O)CN(c1nc(C)c(Cl)c(OC)n1)S(=O)(=O)c1ccc(C)cc1
  4, 1, 0, 9, 5, 7, 3, -7, 0
O=C(O)c1ccc(NC2=C(Cl)C(=O)c3ccccc3C2=O)cc1
  12, 33*, -10, 79*, -2, -1, 2, 12, 1
O=C(CN=C1NS(=O)(=O)c2ccccc21)OCC(=O)c1ccccc1
  7, 11, 0, -1, 4, 1, -1, -2, -1
FC(F)(F)c1ccccc1/C=N/n1c(C2CCCCC2)n[nH]c1=S
  5, 4, 1, -2, 17, 0, -3, -6, -6
O=C1NCCN1Cc1ccccc1
  2, 6, -1, -6, -1, -2, -3, -3, 0
Cc1cccc(NC(=O)CSc2nnc(CNC(=O)c3ccco3)n2C)c1
  2, -2, 3, 0, 5, 1, 10, 6, 2
O=S(=O)(Nc1cccc(Oc2ccc(Cl)cc2)n1)c1ccc(F)cc1
  8, 5, 3, 4, 23, 4, 0, 7, 5
COc1ccc(CN(C)c2ncnc3sccc23)c(OC)c1OC
  6, 10, -1, -4, -2, -11, 3, -2, 2
CN1C(=O)Cc2cc(S(=O)(=O)N3CCN(c4cccc(C(F)(F)F)c4)CC3)ccc21
  -1, 4, 2, 14, 4, -1, 0, -9, 3
O=C(COC(=O)/C=C/c1cccc(C(F)(F)F)c1)NCc1cccs1
  5, 8, -3, ·, 2, 1, 3, 18, 1
CCCOc1ccc(/C(O)=C2/C(=O)C(=O)N(CCCOC)C2c2cccnc2)cc1 (stereo not given)
  4, 4, -1, -4, 3, 2, 2, 2, -4
Cc1ccc(F)cc1NC(=O)CCOc1ccccc1
  -4, 4, -2, 0, 0, 4, -3, -4, -6
CCC(=O)N1CCN(c2ccc(NC(=O)COc3cccc(C)c3C)cc2)CC1
  0, 0, -5, -1, 6, 3, 0, 3, 6

# Taken from above.
# Under PAFAH2 FP inh, O=C(O)c1ccc(NC2=C(Cl)C(=O)c3ccccc3C2=O)cc1 has the entry 12
# Under LYPLA2 counter, Cc1cccc(NC(=O)CSc2nnc(CNC(=O)c3ccco3)n2C)c1 has the entry 2
# Under PME-1 inh, O=C(COC(=O)/C=C/c1cccc(C(F)(F)F)c1)NCc1cccs1 has the entry 1
# Under PAFAH1B2 inh, CCC(=O)N1CCN(c2ccc(NC(=O)COc3cccc(C)c3C)cc2)CC1 has the entry 0
# Under pPAFAH FP inh, CN1CCN(C(CNS(=O)(=O)c2ccc(F)cc2)c2cccnc2)CC1 (stereo not given) has the entry 4
# Under PAFAH2 FP inh, O=C1NCCN1Cc1ccccc1 has the entry -3

# More entries follow:
# Order of results – PAFAH1B2 inh, PAFAH1B3 inh, PAD4 FP inh, GSTO1 inh, pPAFAH FP inh, PME-1 inh, LYPLA1 counter, PAFAH2 FP inh, LYPLA2 counter
COc1cc(SC)ccc1C(=O)NCCc1c[nH]c2ccccc12
  3, 9, -2, 5, 7, 5, -3, -4, 2
O=C(c1cccc(F)c1)N(Cc1nc2ccccc2c(=O)[nH]1)C1CCCC1
  1, 8, 0, 2, 10, 3, -4, -1, -2
NC(=O)c1cc(N2C(=O)C=CC2=O)ccc1Cl
  -1, -1, -2, 2, 4, 5, 0, -1, 5
CCN(C(=O)COC(=O)c1cccnc1Nc1cccc(C(F)(F)F)c1)C1CCS(=O)(=O)C1 (stereo not given)
  -1, 5, -4, 2, 8, -10, -2, -5, 5
O=C(CN1C(=O)c2cccc([N+](=O)[O-])c2C1=O)N1CCN(c2ccc(F)cc2)CC1
  3, 7, -2, 5, 7, -2, -2, -3, 3
O=C(c1ccccc1)c1cccn1CC(=O)N1CCN(c2ccc(F)cc2)CC1
  1, 3, 3, 3, 4, 4, 4, 1, 9
CCOc1ccc(NC(=O)NNC(=O)C2CCC(C(C)(C)C)CC2)cc1 (stereo not given)
  5, 3, -2, 6, 5, 1, 2, -2, -2
O=C(Nc1ccccc1-c1ccccc1)c1cccc([N+](=O)[O-])c1
  -3, -4, -2, -1, 2, 5, -2, -9, 6
CN(CC(=O)Nc1ccc(Cl)cc1)C(=O)C1=COCCO1
  -1, 4, 1, -5, 2, -2, 1, -2, -1
CC(=O)N1CCN(c2ccc(OC[C@H]3CO[C@](Cn4ccnc4)(c4ccc(Cl)cc4Cl)O3)cc2)CC1
  -1, 10, -3, 0, 26*, -5, -2, 4, 8
COc1ccc(CN=C2NC(=O)CC(C(=O)Nc3ccc(Cl)cc3)S2)cc1 (stereo not given)
  7, 4, 1, 6, -2, -4, 0, -1, 2
CC(C)Cn1c(N)c(C(=O)COC(=O)[C@H](C)NC(=O)c2ccccc2Cl)c(=O)n(C)c1=O
  6, 7, 1, 3, -4, -3, 1, 2, 2
COc1cc2c(cc1OC)CN(C(C)C(=O)Nc1ccc(NC(C)=O)cc1)CC2 (stereo not given)
  4, 4, -1, -5, 2, 5, -1, -5, -2
CCOc1ccc(NC(=O)CN(C)C(=O)c2ccc(-c3ccc(C(C)=O)cc3)o2)cc1OCC
  0, 6, 2, 2, 6, 2, 1, 4, 7
Cc1cccc(N=C2NC(=O)/C(=C/c3cccs3)S2)c1
  -3, -12, -1, -62, 23, -11, -5, 8, -1

# (list continues)
# Order of results – PAFAH1B2 inh, PAFAH1B3 inh, PAD4 FP inh, GSTO1 inh, pPAFAH FP inh, PME-1 inh, LYPLA1 counter, PAFAH2 FP inh, LYPLA2 counter
COc1ccc(-c2ccc(CCC(=O)O)n2NC(=O)c2cccs2)cc1
  -6, -2, -4, 5, 2, -2, 2, -3, 1
CCN(CC)S(=O)(=O)c1ccc(OC)c(NC(=O)c2ccc(=O)[nH]c2)c1
  -3, -2, 0, -10, 9, 4, -2, -9, 0
CC(=O)Nc1ccc(NS(=O)(=O)c2cc([N+](=O)[O-])ccc2C)cc1
  -2, 13, 1, 5, 4, -9, 2, 1, 2
Cc1ccc(C(C(=O)NC(C)(C)C)N(Cc2ccccc2)C(=O)c2snc(C(N)=O)c2N)o1 (stereo not given)
  3, 2, -2, -1, 1, 2, -2, -4, 1
CCOc1ccc(CCNC(=O)COC(=O)c2cccc(OC)c2O)cc1OCC
  6, 6, -2, -1, 5, -2, -4, 2, -3
Oc1cccc(CCC2CCCCN2Cc2cn[nH]c2-c2ccc3c(c2)OCO3)c1 (stereo not given)
  5, -1, 1, 2, 0, 3, -1, 0, 1
CS(=O)(=O)N(CC(O)Cn1c2ccccc2c2ccccc21)c1cccc2ccccc12 (stereo not given)
  -5, -9, -4, -12, -1, -34, -23, -33, -31
COc1ccc(/C(C)=N/OCC(=O)Nc2nc3ccccc3s2)cc1
  -2, 8, 3, -3, -2, -10, -10, 3, -13
O=C(Nc1ccc(N2CCOCC2)c(S(=O)(=O)Nc2ccccc2Cl)c1)c1ccc(F)cc1
  -1, 4, -3, ·, -1, ·, ·, -8, ·
Clc1ccc2nc(-c3cccc(SC4CCCCC4)c3)c(NCc3ccccc3)n2c1
  10, 3, -1, -4, 11, -5, -6, -7, -17
CC(C)(C)c1cc(/C=C2\NC(=O)NC2=O)cc(C(C)(C)C)c1O
  5, 9, 3, 4, 7, 1, -2, 2, -7
CC(=O)N(c1nc(CCl)cs1)c1ccc(C)cc1C
  3, 8, 0, 18, -4, 10, 1, 2, -8
O=C(CNC(=O)c1ccccc1)OCCCOC(=O)CNC(=O)c1ccccc1
  -2, 6, 1, 1, 9, 3, 2, 2, 2
O=C(O)c1ccc(CSc2nnc(-c3ccco3)n2-c2ccccc2)cc1
  6, 8, -2, -1, 4, -1, 1, -5, 4
O=C1CC2(CCN(S(=O)(=O)c3ccccc3)CC2)Oc2ccccc21
  6, 1, 2, 6, 0, -2, 0, 14, 4

# Profiles from above. Order of values: PAFAH1B2 inh | PAFAH1B3 inh | PAD4 FP inh | GSTO1 inh | pPAFAH FP inh | PME-1 inh | LYPLA1 counter | PAFAH2 FP inh | LYPLA2 counter
# Entry for Clc1ccc2nc(-c3cccc(SC4CCCCC4)c3)c(NCc3ccccc3)n2c1 = 10 | 3 | -1 | -4 | 11 | -5 | -6 | -7 | -17
# Entry for O=C(O)c1ccc(CSc2nnc(-c3ccco3)n2-c2ccccc2)cc1 = 6 | 8 | -2 | -1 | 4 | -1 | 1 | -5 | 4
# Entry for CC(C)(C)c1cc(/C=C2\NC(=O)NC2=O)cc(C(C)(C)C)c1O = 5 | 9 | 3 | 4 | 7 | 1 | -2 | 2 | -7
# Entry for Oc1cccc(CCC2CCCCN2Cc2cn[nH]c2-c2ccc3c(c2)OCO3)c1 (stereo not given) = 5 | -1 | 1 | 2 | 0 | 3 | -1 | 0 | 1

# Additional records follow.
# Order of results – PAFAH1B2 inh, PAFAH1B3 inh, PAD4 FP inh, GSTO1 inh, pPAFAH FP inh, PME-1 inh, LYPLA1 counter, PAFAH2 FP inh, LYPLA2 counter
O=C(Nc1cccc(-c2nnc(-c3ccccc3)o2)c1)c1ccc(Br)o1
  -7, 2, -4, -18, -29, -43, -33, -34, -48
Cc1ccc(N(CN2C(=O)C3CC=CCC3C2=O)C(=O)c2ccco2)cc1Cl (stereo not given)
  8, 6, -3, 3, 7, -5, 0, 0, -1
Cc1ccc(-n2c(CCc3ccccc3)nnc2SCC(=O)NCc2ccccc2)cc1C
  5, 1, 2, 1, 23, 7, 0, -7, -4
CC(C)(C)c1cc(C(=O)N/N=C/c2ccc(O)cc2)n(-c2ccccc2)n1
  17, 0, 1, 1, 8, 0, 2, 1, 5
COc1ccc(NC(=O)CCSc2nnc(C)s2)cc1
  3, -3, 0, -4, 0, -4, 0, 2, 10
Fc1ccccc1Oc1nc(-c2ccncc2)nc2ccccc12
  -2, 14, 3, 6, 2, -10, -3, 4, -2
COc1cccc(CN(Cc2ccco2)C(c2ccc(F)cc2)c2nnnn2C(C)(C)C)c1 (stereo not given)
  -1, 1, -4, 8, 4, -8, -4, -3, 2
Cc1cccc(NC(=S)NC(NC(=O)OCc2ccccc2)C(Cl)(Cl)Cl)c1 (stereo not given)
  -6, -3, 2, -4, 0, -9, -5, -5, -7
COC(=O)Cn1c(=NC(=O)CSCC(=O)Nc2cc(C)on2)sc2cc(C(=O)OC)ccc21
  2, 8, 3, 4, 0, -3, 0, 1, 2
CNC(=S)NNc1nc(C)cc(C)n1
  -1, 2, -4, -3, 0, -8, -3, -2, -12
Cc1cc(Cl)ccc1NNC(=O)CCc1ccccc1
  4, 9, 3, 12, 2, -2, -1, 2, 2
Cc1ccccc1N1CC(C(=O)Nc2ccc(S(=O)(=O)N3CCCC3)cc2)CC1=O (stereo not given)
  5, 7, 3, 5, 3, -1, 4, 6, 4
COc1ccc(C(C(=O)NC2CCCC2)N(CCCO)C(=O)Cn2nnc(-c3ccc(C)o3)n2)cc1 (stereo not given)
  6, 5, -3, 6, -1, 1, 2, 1, 2
Cc1ccc(NC(=O)c2cccc(S(=O)(=O)N(C)c3ccccc3)c2)cc1S(=O)(=O)N1CCOCC1
  0, -18, 0, -14, -5, -30, -30, -19, -54
CC(C)OC(=O)c1nnc(-c2ccccc2)nc1OC(C)C
  2, -5, -2, -5, 6, 1, 1, 0, 1
